From PubChem BioAssay
Mtb RmlCD inh: blocks M. tuberculosis RmlC and RmlD coupled enzymes | P9WH09+P9WH11 | RmlC+RmlD coupled enzyme assay, percent inhibition; primary screen in compound mixtures | inhibition, % at 3.6 µM | actives 0.03% (n = 160,000); in the data active means inhibition mostly above about 34%, no sharp cut-off; inconclusive means no clear call, values can overlap the other calls; inactive means mostly below about 22%; further: some results filed as inactive read as strong as hits
Target sequence (P9WH09 whole entry, looked up): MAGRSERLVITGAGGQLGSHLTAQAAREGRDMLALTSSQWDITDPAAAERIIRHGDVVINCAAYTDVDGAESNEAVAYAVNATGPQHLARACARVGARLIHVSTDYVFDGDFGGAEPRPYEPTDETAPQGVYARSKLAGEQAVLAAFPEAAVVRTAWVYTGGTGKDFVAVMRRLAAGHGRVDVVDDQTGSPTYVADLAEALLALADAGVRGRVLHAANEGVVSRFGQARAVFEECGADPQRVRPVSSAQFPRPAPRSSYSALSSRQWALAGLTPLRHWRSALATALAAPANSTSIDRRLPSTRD
Target sequence (P9WH11 whole entry, looked up): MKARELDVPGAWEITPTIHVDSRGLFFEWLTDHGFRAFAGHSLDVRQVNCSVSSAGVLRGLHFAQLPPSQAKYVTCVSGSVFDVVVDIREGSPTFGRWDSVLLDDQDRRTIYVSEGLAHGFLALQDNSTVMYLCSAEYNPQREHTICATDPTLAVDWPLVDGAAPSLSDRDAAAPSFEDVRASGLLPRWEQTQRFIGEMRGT
GlmU inhibition: inhibition of mycobacterial GlmU enzyme – biochemical, glucosamine-1-phosphate acetyltransferase (AID 1376). M. tuberculosis GlmU acetyltransferase enzyme assay; higher % means a stronger effect. inhibition, %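 (tested at 30 µM in the primary screen)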, or IC50 in µM where a hit was titrated. actives 0.25% (n = 220,000); in the data active means inhibition above about 13%; inconclusive means no clear call, values can overlap the other calls;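 further: 0% = complete reaction with vehicle and 100% = reaction without substrate; strong numbers were not always called active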
* marks the source's active call; other numbers are inactive results; u = inconclusive; x = no result given. These rows are one share of the data, so the mix of outcomes need not match the whole.

Each structure is followed by: Mtb RmlCD inh, GlmU inhibition
Cc1noc2ncnc(Oc3ccc(F)cc3)c12
→ 4, -4.3%
CN(CC(=O)N1CCCc2c1c(=O)oc1ccc(O)cc21)Cc1ccccc1
→ 30, -2.3%
O=C(NCCc1ccncc1)Nc1ccc(Cl)c(Cl)c1
→ -5, -1.9%
O=C(N/N=C/C(Br)=C/c1ccccc1)c1ccncc1
→ 4, 1.5%
N/N=c1\sc2ccccc2n1-c1ccccc1
→ x, 2.5%
O=C(Cc1ccc2c(c1)OCCO2)N1CCN(S(=O)(=O)c2ccccc2C(F)(F)F)CC1
→ 12, 6.4%
C=CCn1c(N)c(C(=O)N2CCN(C)CC2)sc1=S
→ x, 6.5%
O=C(O)c1cc([N+](=O)[O-])ccc1NCCO
→ 8, 1.5%
O=C(N/N=C/c1coc2ccccc2c1=O)c1ccccc1
→ 2, 2.5%
CC(=O)Nc1ccc(C=C(C(C)=O)C(C)=O)cc1
→ 3, -1.1%
OCCC1CN(Cc2ccc3nsnc3c2)CCN1CCc1ccccc1 (centres undefined)
→ 3, -0.3%
Cc1sc2c(c1C)c(=O)n(-c1ccccc1)c1nncn21
→ x, 5.1%
O=C(Oc1ccc(O)cc1)C12CC3CC(CC(C3)C1)C2
→ 8, 2.8%
COC(=O)C(NC(=O)CNS(=O)(=O)c1ccc(Br)cc1)c1ccccc1 (centres undefined)
→ 3, -0.6%
COC(=O)C1=C(C)NC(=O)NC1c1ccco1 (centres undefined)
→ x, 0.2%

As a short view, some entries already given:
Each structure is followed by: Mtb RmlCD inh, GlmU inhibition
Cc1noc2ncnc(Oc3ccc(F)cc3)c12
→ 4, -4.3%
CN(CC(=O)N1CCCc2c1c(=O)oc1ccc(O)cc21)Cc1ccccc1
→ 30, -2.3%
O=C(NCCc1ccncc1)Nc1ccc(Cl)c(Cl)c1
→ -5, -1.9%

Next results
Each structure is followed by: Mtb RmlCD inh, GlmU inhibition
CCN(CC)C(=O)/C(=C\c1cccc([N+](=O)[O-])c1)NC(=O)c1ccco1
→ -13, 3.0%
CCOc1[nH]n(-c2ccccc2)c(=O)c1C=NCc1ccncc1
→ 11, -5.0%
CN(C)c1ccc(P(=O)(CC(=O)N/N=C/c2ccc(C#N)cc2)OCCCl)cc1 (centres undefined)
→ -7, -3.9%
COc1ccc2nc(N3C(=O)CC(Cc4cc(C)cc(C)c4)C3=O)sc2c1 (centres undefined)
→ u, x
Cc1ccc2[nH]c(=O)c(CN(C(=O)c3cccs3)c3ccccc3)cc2c1
→ 12, -0.6%
Cc1c(NC(=S)NC(=O)c2cc3ccccc3o2)c(=O)n(-c2ccccc2)n1C
→ -10, -0.2%
COc1ccc(Cl)cc1C(=O)N1CCN=C1SC
→ 5, -2.5%
COC(=O)Cc1c(O)ccn(Cc2ccc(F)cc2)c1=O
→ -15, -5.6%
O=C(Cc1ccc(S(=O)(=O)N2CCOCC2)s1)Nc1ccc(N2CCOCC2)cc1
→ 4, 1.9%
COc1cccc(CC(=O)NNC(=O)c2c(-c3ccccc3)noc2C)c1
→ -5, 3.4%
CC(C)Oc1ccc(C(=O)Nc2ccc(N(C)C)cc2)cc1
→ x, 8.7%
CCOC(=O)CN(C(=O)Cn1nnc2ccccc21)C(C(=O)NCCOC)c1ccccc1C (centres undefined)
→ -1, 0.3%
COc1nnc(-c2ccc(N3CCOCC3)c(NC(=O)c3ccc(C)cc3)c2)c2ccccc12
→ x, -2.9%
CNCC(O)CN(c1ccccc1)c1ccccc1 (centres undefined)
→ -6, -4.1%
COc1cccc(OC)c1C(=O)NC(=S)Nc1cc(-c2nc3ccccc3[nH]2)ccc1Cl
→ x, 4.5%

Further entries:
Each structure is followed by: Mtb RmlCD inh, GlmU inhibition
COc1ccc(NC(=O)CSc2nnnn2C2CCCC2)cc1
→ -2, 1.8%
O=C(Nc1cccc(S(=O)(=O)N2CCOCC2)c1)c1cn(-c2ccccc2)nc1-c1ccc(F)cc1
→ 3, -1.6%
COc1ccc(-c2nc3ccccc3n2Cc2ccccc2)cc1
→ x, 6.6%
O=C(Nc1cccc(F)c1)NC1CCN(Cc2ccccc2)CC1
→ x, -2.9%
CCN(C(=O)CN1c2ccccc2CC1C)c1c(N)n(Cc2ccccc2)c(=O)[nH]c1=O (centres undefined)
→ 9, 2.7%
CC(C)CCNC(=O)NC(=O)CSc1nnc2ccccn12
→ x, 8.4%
Oc1cccc(/C=N/N(Cc2ccccc2)c2ccccc2)c1
→ -11, -0.6%
CCN=C1SCC(=O)N1c1ccc(OC)cc1
→ 5, -2.0%
N#C/C(=C\c1ccc(Cl)c([N+](=O)[O-])c1)c1ccccn1
→ x, -1.1%
CC1CCCC(C)N1C(=O)COC(=O)C(Cc1ccccc1)NC(=O)c1cccs1 (centres undefined)
→ x, -5.5%
COc1ccc([C@@H]2C[C@H](c3ccccc3)Oc3cc(OC)c(OC)c(OC)c32)cc1
→ x, -0.1%
OCC1(Cc2ccc(Cl)cc2)CCN(Cc2ccc(Oc3ncccn3)cc2)CC1
→ -6, -0.5%
Cc1ccc(C(C(=O)NC(C)(C)C)N(C(=O)c2csnn2)c2cccc(F)c2)o1 (centres undefined)
→ x, -6.0%
N#C/C(=C(/O)CO/N=C/c1ccccc1Cl)c1nc2ccccc2[nH]1
→ 6, 2.3%
Cc1cccc(N)c1-c1c(C)cccc1N
→ 15, 0.2%

Carrying on:
Each structure is followed by: Mtb RmlCD inh, GlmU inhibition
O=C(COc1ccccc1)NCC(=O)Nc1cccc(S(=O)(=O)NC2=NCCC2)c1
→ 7, 8.2%
O=C(COC(=O)/C=C/c1ccc(S(=O)(=O)N2CCOCC2)cc1)NC1CCCCCCC1
→ x, -9.4%
O=C(O)C(Cc1c[nH]c2ccccc12)NS(=O)(=O)c1ccc(Cl)cc1 (centres undefined)
→ -3, -5.4%
C#CCOC(=O)c1ccccc1C(=O)N(CC)CC
→ x, 0.8%
CC(OC(=O)CC(NC(=O)c1ccccc1Cl)c1ccccc1)C(=O)Nc1cccc(Cl)c1Cl (centres undefined)
→ x, -8.6%
Cc1ccccc1/C=N/Nc1nc2ccccc2c(=O)n1O
→ -15, 0.8%
N#C/C(=C\c1ccc(Cl)cc1Cl)c1n[nH]c(Cn2cncn2)n1
→ x, 0.1%
O=S(=O)(Cc1ccccc1)N1CCC(N2CCN(c3ccccc3)CC2)CC1
→ x, 2.3%
O=C(NCCCN1CCOCC1)c1cc(-c2ccc(O)cc2)on1
→ 5, 4.1%
COc1ccc(OCC(=O)Nc2ccc3c(c2)nc(CCN2CCOCC2)n3C)cc1
→ 53, -7.5%
CC(C)(C)C(=O)Nc1ccc(C(=O)NNC(=O)c2ccccc2)cc1
→ 0, -6.3%
COC(=O)c1sc2nc(CN3CCN(c4cccc(C(F)(F)F)c4)CC3)[nH]c(=O)c2c1C
→ 6, 2.4%
CCC(C)c1ccc(NC(=S)Nc2ccc(OC)cc2C)cc1 (centres undefined)
→ 19, 0.2%
CC(C)C(=O)N1CCN(c2ccccc2NC(=O)Cc2ccc(Cl)cc2)CC1
→ -3, -0.2%
CCOc1ccc(S(=O)(=O)N(C)c2ccc(OCC(=O)NCC3CCCO3)cc2)cc1 (centres undefined)
→ -8, 6.2%

Going on with the list:
Each structure is followed by: Mtb RmlCD inh, GlmU inhibition
O=C1C(Oc2ccccc2)C(c2cccs2)N1Cc1ccc2c(c1)OCO2 (centres undefined)
→ x, 0.7%
COc1ccc(-c2noc(CSc3nnc(CCc4ccccc4)n3-c3ccccc3)n2)cc1OC
→ 12, 3.5%
COc1ccc(-c2nnc3ccc(SCC(=O)Nc4nccs4)nn23)cc1OC
→ 3, -1.4%
COc1ccc(C(CC(=O)Nc2ccc(C)cc2)NC(=O)C(F)(F)F)cc1 (centres undefined)
→ x, 0.8%
COc1ccc(C(=O)N2CCCC(c3nc(-c4ccc(OC)c(OC)c4)no3)C2)c(OC)c1 (centres undefined)
→ -5, -2.3%
Cc1ccc2ccc(S(=O)(=O)n3nc(C)cc3C)cc2c1
→ -2, 0.0%
CCN(CC)CCCN(Cc1cc2cc3c(cc2[nH]c1=O)OCO3)C(=S)Nc1ccccc1
→ -8, 6.3%
COc1ccc(/C=C/C(=O)O)cc1S(=O)(=O)NCC1CCCO1 (centres undefined)
→ 4, 0.8%
Cc1cc2cc(C)c3nnc(SCC(=O)Nc4ccc(S(=O)(=O)N5CCCCC5)cc4)n3c2cc1C
→ 5, -1.4%
Cc1cc(C)cc(OCCCOc2cccc3cccnc23)c1
→ -9, 1.2%
COc1cccc(Nc2ccc(Nc3cccc(OC)c3)nn2)c1
→ 2, -3.6%
CC(=O)c1c(C)nc2cc(Cl)ccc2c1N
→ 5, x
Cc1ccc(NC(=O)c2ccc(NCCc3ccccc3)c([N+](=O)[O-])c2)cc1F
→ 2, 1.0%
COc1ccc(-c2csc(NC(=O)CN3C(=O)CCC3=O)n2)c(OC)c1
→ 8, -1.2%
COC(=O)[C@H](Cc1ccccc1)NC(=O)NCc1ccc(C)cc1
→ -11, 2.1%

Continuation:
Each structure is followed by: Mtb RmlCD inh, GlmU inhibition
CCOC(=O)CCNC(=O)N1CCCC(C(=O)c2ccccc2SC)C1 (centres undefined)
→ 0, -6.8%
O=C(CCC1CCCN(C(=O)Cc2cccc(F)c2)C1)N1CCN(c2ccccn2)CC1 (centres undefined)
→ -11, 2.2%
O=S(=O)(NCC1CCCO1)c1cc(Cl)ccc1Br (centres undefined)
→ x, 7.2%
CCCN1C(=O)S/C(=C/c2ccc(N3CCOCC3)o2)C1=O
→ -17, -2.3%
CC(c1ccccc1)n1c(-c2ccncc2)n[nH]c1=S (centres undefined)
→ 1, 0.8%
CCNc1nc(NCC)n2c(SCC(=O)c3ccccc3F)nnc2n1
→ -1, 2.9%
COc1cccc(OCCCN2CCCCC2)c1
→ x, 4.5%
N=c1c2c(ncn1CCCO)Oc1c(ccc3ccccc13)C2c1ccccc1 (centres undefined)
→ 13, -6.3%
Cc1[nH]c(=O)[nH]c(=O)c1/C=N/NC(=O)[C@H](C)NC(=O)OC(C)(C)C
→ x, 13%*
CC(=O)c1cccc(CN2CCN(CC=C(C)C)C(CCO)C2)c1 (centres undefined)
→ -3, 3.1%
CNCc1ccccc1Sc1ccc(O)c(O)c1
→ 3, 9.6%
CCCNS(=O)(=O)c1ccc(OCC(=O)N2CCN(C)CC2)cc1
→ x, 9.5%
Cc1ccc(-n2c(C)nn(Cc3ccc([N+](=O)[O-])cc3)c2=O)cc1
→ 8, 0.2%
CCc1nc(SCC(=O)NCC2CCCO2)c2oc3ccccc3c2n1 (centres undefined)
→ -3, -4.2%
O=C(c1ccc2c(c1)N(Cc1ccccc1)C(=O)CS2)N1CCOCC1
→ 8, 6.1%

Next entries follow.
Each structure is followed by: Mtb RmlCD inh, GlmU inhibition
CC1CCN(C(=O)c2cc(-c3ccc(Cl)c(Cl)c3)on2)CC1
→ -9, 0.4%
CNC(=O)c1c(NC(=O)c2ccc(N3C(=O)CCC3=O)cc2)sc2c1CCCC2
→ x, -6.7%
COc1cccc(CNC(=S)NC2CCCC2)c1
→ 8, -0.8%
O=C1Nc2ccccc2C(O)(C(=O)NCc2ccco2)N1c1ccc(Cl)cc1 (centres undefined)
→ 14, 3.1%
Cc1cc(/C=N\NC(=O)c2cccs2)c(C)n1-c1ccc2ncccc2c1
→ x, 1.7%
CC(C)(C)S(=O)(=O)c1c(C(=O)O)cccc1C(=O)O
→ 12, -1.2%
COc1ccccc1N1CCN(C(=O)/C=C/c2cccc([N+](=O)[O-])c2)CC1
→ 8, -5.6%
Cc1cc(C)n(-c2nnc(NC(C)(C)C)nn2)n1
→ x, 2.7%
NNC(=O)C(=O)Nc1ccc(Cl)c(Cl)c1
→ -8, 1.4%
CCOC(=O)c1nc2nc(C)c(Cl)c(=O)n2[nH]1
→ 11, -1.3%
O=C(COc1ccccc1)Nc1ccc(CSc2ccccc2)cc1
→ -3, 8.8%
COc1ccc(OC)c(S(=O)(=O)N2CCC(C(=O)NCC3CCCO3)CC2)c1 (centres undefined)
→ -3, -0.1%
O=P(Nc1cccnc1)(Oc1ccccc1)Oc1ccccc1
→ 38, 2.0%
Cc1ccc(C)c(NC(=O)CSc2nnc([C@@H](N)Cc3c[nH]c4ccccc34)o2)c1
→ x, 0.3%
CCCCS(=O)CC(O)COCC (centres undefined)
→ -6, -1.6%

Compound profiles, as listed above:
CNC(=O)c1c(NC(=O)c2ccc(N3C(=O)CCC3=O)cc2)sc2c1CCCC2 is listed with Mtb RmlCD inh = x; GlmU inhibition = -6.7%
Cc1cc(C)n(-c2nnc(NC(C)(C)C)nn2)n1 is listed with Mtb RmlCD inh = x; GlmU inhibition = 2.7%
CCOC(=O)c1nc2nc(C)c(Cl)c(=O)n2[nH]1 is listed with Mtb RmlCD inh = 11; GlmU inhibition = -1.3%

(continued)
Each structure is followed by: Mtb RmlCD inh, GlmU inhibition
Cc1cc(C)nc(SCC(=O)Nc2ncc(Cc3cccc(Cl)c3)s2)n1
→ 2, 1.2%
CCc1nc(N2CCN(C(=O)c3ccccc3)CC2)c2c3c(sc2n1)CCCC3
→ x, 0.7%
COC(=O)c1sccc1NC(=S)N1CCC(C)CC1
→ -11, 5.3%
CCC(C)n1cnc2c(c1=O)c1nc3ccccc3nc1n2Cc1ccc(OC)cc1 (centres undefined)
→ 28, 7.0%
COC(=O)C(NC(=O)c1ccccc1)c1ccccc1 (centres undefined)
→ -3, 1.6%
CC(C)c1ccc(N2C(=O)NC(=O)/C(=C/C=C/c3ccco3)C2=O)cc1
→ -9, 2.6%
O=C(CN1CCN(c2nc(-c3ccccc3)cs2)CC1)NNC(=O)c1ccc(Br)cc1
→ x, -6.1%
Cc1ccc(OCCn2cc(/C(N)=N/O)c3ccccc32)cc1C
→ x, -3.2%
Cc1nc2ccc(C(=O)N3CCN(c4ccccn4)CC3)cc2s1
→ x, 4.7%
Cc1nc(NCCOc2ccccc2)sc1C(=O)Nc1ccccc1
→ 1, -2.0%
CCCCCn1c(N)c(-c2nc3ccccc3o2)c2c([N+](=O)[O-])nn(CC)c(=O)c21
→ 0, 1.3%
